Yfh1-depleted yeast = enhancers of respiration in Yfh1-depleted yeast, dose response, Friedreich's ataxia, plus single-dose screen (AID 1465) | one-dose fold induction at 50 µM; EC50 in µM for titrated hits | hit rate 0.074% among 220,000 | S. cerevisiae Yfh1-off respiration, WST-1 reduction, 72 h; higher fold induction means a stronger effect;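 active = fold induction of absorbance versus untreated yeast above a set limit, then at least 30% activation at any dose in follow-up; inconclusive = repeats straddling the limit, or above it without dose testing; inactive = fold induction below the set limit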;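 also: activators that raise dye reduction in frataxin-depleted yeast; strong numbers were not always called active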
MgcRacGAP inhibition = MgcRacGAP GTPase-activating activity inhibitors, confirmation, biochemical, ADP Hunter fluorescence. Rac GTPase-activating protein 1 (Homo sapiens). MgcRacGAP-stimulated Rac1 GTP hydrolysis, ADP Hunter fluorescence; higher % means a stronger effect; GST-tagged Rac1 F28L mutant substrate. hit rate 0.6% among 340,000. inhibition, % at 30 µM; hits with a dose series show IC50 in µM;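 active = first-screen hits whose inhibition reached a set limit at any dose in the follow-up dose series; inconclusive = inhibition above the set first-screen limit but never retested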;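 also: fluorescence reports GDP produced by GAP-driven GTP hydrolysis; strong numbers were not always called active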
GPR55 LPI antagonism = GPR55 antagonists blocking LPI-driven arrestin recruitment, primary screen, imaging, U2OS, beta-arrestin-GFP, LPI agonist (AID 2013). hit rate 0.13% among 290,000. inhibition, % at 10 µM, or IC50 in µM where a hit was titrated. G-protein coupled receptor 55 (Homo sapiens). U2OS GPR55 beta-arrestin-GFP translocation imaging, LPI antagonism; higher % means a stronger effect;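 active = spots per cell inhibited over 60%, with over 100 cells counted and total cytoplasm intensity under 500,000; inconclusive = wells with under 100 cells, flagged as likely toxic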;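 also: U2OS cells stably carrying GPR55 and arrestin-GFP stimulated by 5 µM LPI near EC80; imaged beta-arrestin-GFP aggregate spots per cell after agonist stimulation; plate controls were LPI-stimulated DMSO wells for no effect and DMSO wells without LPI for full effect; some results filed as inactive read as strong as hits; confirmed hits need IC50 under 10 µM and bright autofluorescent wells are also inconclusive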
NTR1 agonist = agonists of NTR1, primary screen, imaging, U2OS cells, beta-arrestin-GFP, high content (AID 493036) | Neurotensin receptor type 1 (Homo sapiens), P30989 | NTR1-U2OS beta-arrestin-GFP spot imaging, agonist mode | activation, % at 20 µM | hit rate 0.17% among 330,000;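 active = activation at or above 40% of the spot to cytoplasm intensity ratio, with at least 20 cells analyzed; inconclusive = wells under 20 cells, flagged as cytotoxic or low count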;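 also: 0% = DMSO without peptide and 100% = 100 nM NTR1 peptide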
Target sequence (P30989 whole entry, looked up): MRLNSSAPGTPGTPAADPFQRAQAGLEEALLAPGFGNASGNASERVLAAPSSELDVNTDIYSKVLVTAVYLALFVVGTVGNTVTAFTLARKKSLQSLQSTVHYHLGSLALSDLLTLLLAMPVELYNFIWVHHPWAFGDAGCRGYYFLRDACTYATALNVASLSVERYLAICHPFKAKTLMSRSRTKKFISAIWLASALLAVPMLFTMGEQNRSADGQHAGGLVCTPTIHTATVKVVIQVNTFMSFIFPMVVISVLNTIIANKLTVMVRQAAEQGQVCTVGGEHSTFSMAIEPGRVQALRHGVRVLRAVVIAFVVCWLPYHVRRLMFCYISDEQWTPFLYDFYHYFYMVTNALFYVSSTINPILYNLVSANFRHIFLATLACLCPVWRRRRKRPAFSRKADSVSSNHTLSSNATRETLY
NS5 inhibitors = Dengue-2 NS5 methyltransferase inhibitors, primary screen, biochemical, confirmation dose response (AID 588689); hit rate 0.3% among 340,000; inhibition, % at 25 µM, or IC50 in µM where a hit was titrated; Dengue-2 NS5 methyltransferase capping enzyme assay, biochemical; higher % means a stronger effect; in the data active = a potency from the dose series; inconclusive = inhibition above about 29% without an active follow-up result
Large T inhibition = SV40 large T antigen inhibitors, biochemical (AID 1903); SV40 large T antigen ATPase/helicase inhibition assay; higher % means a stronger effect; one-dose inhibition, % at 20 µM; IC50 in µM for titrated hits; hit rate 0.39% among 310,000; in the data active = a potency from the dose series; inconclusive = inhibition mostly from about 32% at the one dose, without a potency; inactive = the rest, 99 in 100 with inhibition below about 32%; also: strong numbers were not always called active
GPR55 activation = GPR55 agonists via beta-arrestin recruitment, primary screen, imaging, U2OS cells, beta-arrestin-GFP redistribution (AID 1961); G-protein coupled receptor 55 (Homo sapiens); U2OS GPR55 beta-arrestin-GFP redistribution imaging; higher % means a stronger effect; activation, % at 10 µM; hits with a dose series show EC50 in µM; hit rate 0.048% among 290,000;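 active = activation above 40% with more than 50 cells counted in the well; inconclusive = wells holding fewer than 50 cells, flagged as toxic or sparse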;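 also: U2OS osteosarcoma cells stably expressing GPR55 and beta-arrestin-GFP; plate controls were DMSO negative control for no effect and LPI positive control for full effect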
GPR35 antagonists = GPR35 antagonists blocking zaprinast-driven arrestin recruitment, primary screen, imaging, U2OS, beta-arrestin-GFP, zaprinast agonist (AID 2058) | inhibition, % at 10 µM, or IC50 in µM where a hit was titrated | G-protein coupled receptor 35 (Homo sapiens) | hit rate 0.052% among 290,000 | U2OS GPR35 beta-arrestin-GFP translocation imaging, zaprinast antagonism; higher % means a stronger effect;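 active = inhibition of at least 50% with at least 30 cells and total cytoplasm GFP at most 10,000,000; inconclusive = under 30 cells or total GFP of 10,000,000 plus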
AID2073 = inhibitors of Mint1-CaV2.2 protein interaction, biochemical, HTRF (AID 2073) | HTRF protein-protein interaction, Mint1-CaV2.2; higher % means a stronger effect | inhibition, % at 20 µM; hits with a dose series show IC50 in µM | hit rate 0.19% among 290,000; in the data active = inhibition mostly above about 51%, no sharp cut-off; inconclusive = no clear call, values can overlap the other calls; inactive = mostly below about 53%; also: some results filed as inactive read as strong as hits
NTR1 agonist cell count 20 µM = recorded beside NTR1 agonist, whose call it bears; cell count; measured here: cell count, cytotoxicity flag
Numbers without * were called inactive; i = inactive; ? = inconclusive; . = not tested or not shown; & = joins results of further samples.

# | Compound | Yfh1-depleted yeast | MgcRacGAP inhibition | GPR55 LPI antagonism | NTR1 agonist | NTR1 agonist cell count 20 µM | NS5 inhibitors | Large T inhibition | GPR55 activation | GPR35 antagonists | AID2073
1 | Cc1ccc(CSc2nnc(-c3cccs3)n2C)cc1 | i | 14% | -5% | -0.3 | 37 | -1% | 22% | -0.2% | -6% | 14%
2 | CC1CCCC(NC(=O)CNCc2ccccc2F)C1C (stereo not drawn) | i | 29% | 9% | 3.3 | 68 | -5% | 8% | -0.6% | 18% | -10%
3 | O=C(O)c1cc(-c2ccccc2)n[nH]1 | i | -1% | -7% | -0.3 | 48 | -6% | -2%&5% | -0.4% | 11% | 0%
4 | Fc1ccc(/C=N/NC2=Nc3cccc4cccc2c34)cc1 | i | 5% | 11% | 2.5 | 75 | -7% | 9% | -0.3% | 6% | 12%
5 | CCOC(=O)NC(=O)c1cn(Nc2ncc(C(F)(F)F)cc2Cl)c(=O)[nH]c1=O | i | 4% | 5% | -0.3 | 29 | -6% | 8% | 0.1% | 12% | -8%
6 | O=C(CSc1ccccc1)Nc1ccc(N2CCOCC2)c(F)c1 | . | -2% | 0% | 1.1 | 64 | 0% | -4% | 0.0% | -14% | 12%
7 | O=C1c2ccccc2C(=O)N1CCCCON1C(=O)c2ccccc2C1=O | i | 0% | 10% | 1.1 | 44 | 2% | -1% | -0.1% | -10% | 3%
8 | CC(C)(O)[C@@H]1Cc2c(ccc3ccc(=O)oc23)O1 | i | 11% | 2% | -1.1 | 99 | -1% | 8% | 0.2% | 3% | 13%
9 | COc1ccc(C(=O)Nc2ccc(S(=O)(=O)Nc3ncccn3)cc2)cc1OC | i | 2% | 10% | -1.6 | 18 | -10% | 1% | -0.1% | 7% | -7%
10 | Cn1cnnc1Sc1ccc(/C=C(\CC(=O)O)c2nc3ccccc3s2)cc1[N+](=O)[O-] | i | 6% | 5% | -1.2 | 61 | 7% | 13% | -0.2% | 6% | 0%
11 | Cc1ccc(S/C(=N\S(=O)(=O)c2ccc(Cl)cc2)c2ccccc2)cc1 | i | 0% | 0% | 3.2 | 85 | -6% | 10% | 0.3% | -4% | -22%
12 | COC(=O)c1ccccc1NC(=O)NCc1ccccc1 | i | 6% | -34% | -0.5 | 84 | -4% | 9% | -0.2% | -5% | 2%
13 | N#CCc1c(C#N)c(N)nc(N2CCCC(O)C2)c1C#N (stereo not drawn) | i | -8% | 12% | -0.7 | 24 | 1% | 0% | -0.3% | 4% | 1%
14 | CC(C)(C)NC(=O)c1cc([N+](=O)[O-])ccc1N1CCCCC1 | i | 10% | -8% | . | . | -2% | 14% | 0.2% | 4% | -8%
15 | CC1CCCCC1NS(=O)(=O)CCNC(=O)c1ccc2c(c1)OCO2 (stereo not drawn) | . | 7% | . | -1.2 | 67 | -6% | 10% | . | . | .
16 | CC(=O)Nc1ccc(NC(=O)C2CCCCC2C(=O)O)cc1 (stereo not drawn) | i | 4% | -5% | 3.4 | 51 | -1% | 6% | -0.4% | -8% | 3%
17 | CC1(C)NC(=O)N(CC(O)CNC23CC4CC(CC(C4)C2)C3)C1=O (stereo not drawn) | i | 2% | 5% | -1.1 | 92 | -13% | 4% | -0.1% | 0% | 9%
18 | CCC(C)NS(=O)(=O)c1cc2c3c(c1)CCC(=O)N3CCC2 (stereo not drawn) | . | 7% | 9% | 0.0 | 73 | -15% | . | -0.3% | 2% | 9%
19 | COc1ccccc1NC(=O)CN1CCN(CC(=O)Nc2ccc(OC)c(OC)c2)CC1 | . | 6% | -3% | -0.6 | 62 | 0% | 13% | 0.4% | -5% | -4%
20 | O=C(Nc1ccc2c(c1)OCO2)c1ccc([N+](=O)[O-])cc1[N+](=O)[O-] | . | 2% | 2% | -0.4 | 40 | -7% | 7% | . | -6% | -2%
21 | CC(=O)Nc1ccc(NC(=O)CCC(=O)OCC(=O)c2ccc(C)c([N+](=O)[O-])c2)cc1 | i | -5% | -11% | -1.3 | 84 | . | 4% | -0.6% | -7% | 13%
22 | CCN(CC(=O)NCC1CCCO1)S(=O)(=O)c1ccc(Cl)cc1 (stereo not drawn) | . | 3% | 63% | 0.9 | 68 | 14% | 6% | 0.2% | -15% | -2%
23 | O=C(Cc1ccccc1Cl)Nc1nc2ccccc2[nH]1 | i | 7% | 12% | -0.2 | 58 | -7% | 8% | -0.2% | -5% | -2%
24 | CCOc1ccc(C(=O)Nc2ccc(NC(=O)c3ccco3)c(Cl)c2)cc1Cl | . | 1% | 16% | 17 | 42 | -1% | 11% | -0.1% | -6% | 55%
25 | CC(Oc1ccc(-c2ccccc2)cc1)C(=O)N1CCOCC1 (stereo not drawn) | i | -16% | -1% | -0.6 | 50 | -1% | 15% | -0.1% | -2% | 7%
26 | Cc1nn(-c2ccccc2)c(C)c1/C=N/NC(=O)CSc1nnc(SCc2cccc3ccccc23)s1 | i | 8% | -5% | 0.4 | 48 | -9% | 1% | -0.2% | 11% | -6%
27 | CCN(CC)S(=O)(=O)c1ccc(OC)c(NC(=O)c2cc(=O)[nH]c3ccccc23)c1 | i | 2% | 5% | 1.0 | 46 | 1% | -6% | -0.1% | -3% | 8%
28 | CCOc1ccccc1NC(=S)N1C2CCC1CC(NC(=O)NC13CC4CC(CC(C4)C1)C3)C2 (stereo not drawn) | i | -3% | 8% | 1.0 | 56 | -1% | 6% | -0.1% | 2% | -7%
29 | Cc1nc(-c2ccncc2)nc(NCCNc2ncccc2C(F)(F)F)c1Cl | i | 4% | -8% | 2.0 | 46 | -2% | 9% | -0.2% | -1% | -5%
30 | CCn1cnc2c([N+](=O)[O-])c(NS(=O)(=O)c3ccc(C)cc3)ccc21 | . | 12% | . | 6.2 | 52 | 1% | 0% | . | . | .
31 | Cn1cc(CNCCCn2ncc3ccccc32)c(-c2ccccc2F)n1 | i | 13% | -6% | 2.0 | 58 | 8% | 10% | ? | -12% | -4%
32 | Cc1nnc(SCC2=C(C(=O)O)N3C(=O)C(NC(=O)Cn4nc(C(F)F)cc4C)C3SC2)s1 (stereo not drawn) | i | 14% | 3% | -0.2 | 47 | 11% | 33% | 0.5% | 2% | 22%
33 | CCCC1S/C(=N/N=C/c2ccc(OC)cc2)N(Cc2ccc(OC)cc2)C1=O (stereo not drawn) | i | 2% | 22% | 2.9 | 79 | -5% | 5% | 0.2% | -1% | 14%
34 | O=C(CNC(=S)N(CCCN1CCOCC1)Cc1cccs1)NCc1ccccc1 | . | 5% | -3% | 1.1 | 49 | -5% | 7% | -0.1% | 36% | -24%
35 | Cc1ccc(-c2cc(N)n[nH]2)cc1 | i | 10% | -3% | 0.6 | 48 | 6% | 2% | -0.2% | 13% | 9%
36 | CNc1ccc(/C=C2\CSc3ccccc3C2=O)cc1[N+](=O)[O-] | i | 11% | 11% | 24 | 64 | -5% | 2% | 3.6% | -9% | 6%
37 | Cc1c(C(=O)N(C)c2cccc(Cl)c2)cnn1-c1ccccc1 | . | 5% | 5% | -0.3 | 40 | -3% | 7% | -0.1% | 2% | 17%
38 | COc1ccc(-n2cc3c(-c4cccc(Br)c4)nnc(C)c3n2)cc1 | i | 10% | 45% | 3.4 | 91 | -82% | 14% | 0.6% | -10% | 3%
39 | O=C1C2CCCN2C(c2cccs2)N1c1ccc(F)cc1 (stereo not drawn) | i | 3% | 4% | -1.0 | 59 | . | 6% | -0.2% | 10% | -1%
40 | CCN1C/C(=C\c2cccc([N+](=O)[O-])c2)C(=O)/C(=C/c2cccc([N+](=O)[O-])c2)C1 | i | 5% | 10% | . | . | 2% | 5% | 0.6% | 9% | 4%
41 | CCOC(=O)NC(O)C(=O)c1cccs1 (stereo not drawn) | i | 8% | 14% | -1.6 | 50 | -6% | -1% | 0.2% | -8% | 50%
42 | COc1ccc(C(=O)N/N=C/c2cccc3cccnc23)cc1 | . | 15% | 18% | -1.8 | 37 | 2% | 1% | -0.1% | 15% | -1%
43 | CCc1nn(-c2cc(Oc3ccccc3)nc(-c3ccccc3)n2)c(N)c1C#N | i | 9% | 7% | 0.0 | 33 | -1% | -1% | 0.2% | 16% | 20%
44 | CCOc1ccccc1C(=O)NN1C(=O)C2CCCCC2C1=O (stereo not drawn) | i | 7% | -10% | 0.8 | 51 | -1% | 11% | 0.1% | -13% | 0%
45 | O=C(CCC(=O)Nc1ccccc1)NNS(=O)(=O)c1ccccc1[N+](=O)[O-] | i | 3% | 1% | 0.5 | 47 | 3% | -5% | -0.5% | -10% | -14%
46 | CCS(=O)(=O)c1ccc(O)c(NC(=O)CC2(CC(=O)O)CCCC2)c1 | i | 2% | 6% | -0.1 | 63 | -5% | 7% | 0.2% | -6% | 9%
47 | COc1ccc(C)cc1S(=O)(=O)N1CCOCC1 | i | . | 7% | -0.1 | 98 | . | 25% | 0.2% | -4% | -4%
48 | CSc1ccccc1NC(=O)CSCc1nc2sc(C)c(C)c2c(=O)[nH]1 | . | 11% | . | 1.2 | 66 | -7% | 9% | . | . | .
49 | CCOC(=O)c1ccc(N2C(=O)CC(N3CC(C)OC(C)C3)C2=O)cc1 (stereo not drawn) | i | -6% | -4% | -0.5 | 58 | -8% | 1% | 0.6% | -8% | 1%
50 | CC(C)NC(=O)CCCOc1ccc(Cl)cc1Cl | i | 5% | 6% | -0.7 | 58 | -5% | -3% | -0.1% | 15% | 15%
51 | O=C(Nc1cccc(S(=O)(=O)Nc2ccc(Cl)cc2)c1)c1ccc(Cl)nc1 | i | 16% | -5% | 3.1 | 89 | -13% | 8% | -0.2% | 2% | 6%
52 | Cc1cc(C)c(S(=O)(=O)N2CCN(c3ccccc3)CC2)c(C)c1 | . | 5% | -15% | 1.9 | 68 | -10% | 8% | 0.5% | 4% | -2%

Screening data: PubChem, several laboratories

Outcome played no part in choosing rows; 1.7% or so of the library scored in one or more.
